# Shiga inhibitor – blocks Shiga toxin action in Vero cells; Vero cells, Shiga toxin protein synthesis inhibition reporter; inhibition, % at 38.7 µM; 290,000 tested, 9.2% active; AID 2315; in the data active means inhibition mostly above about 28%, no sharp cut-off; inactive means mostly below about 43%; further: 0% is about no effect
# Cycloheximide cs – affects cycloheximide protein synthesis inhibition readout, counter-screen; cell reporter, cycloheximide protein synthesis inhibition counterscreen; max response, %; 300,000 tested, 12% active; AID 2314; in the data active means max response mostly above about 13%, no sharp cut-off; inactive means mostly below about 14%; further: read at 38.3 µM for the half of the compounds with a filed dose; 0% is about no effect
# Pf growth 48h – inhibits P. falciparum growth in the first generation, 48 h; P. falciparum luciferase growth in erythrocytes, 48 h; Potency, µM (series often up to 28.7 µM), inactives show at the top dose activity change, negative = inhibition, hits mostly inhibitors; 310,000 tested, 5.9% active; AID 504832; further: potency means the concentration at half of the fitted maximal effect; on the % scale 0 is the no-effect control and ±100 the full control effect
#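 Luciferase-expressing P. falciparum in infected erythrocytes (2% hematocrit, 0.1% parasitemia final) in RPMI 1640/0.5% Albumax were exposed to compound for 48 hours at 37 C, 5% CO2; growth read as luminescence.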
# Tb PYK inh – blocks Trypanosoma brucei pyruvate kinase; Q57TT1; TbPYK enzyme, Kinase-Glo Plus ATP luminescence, 45 min; Potency, µM (top dose mostly 76.8 µM), for the others: at the highest dose activity, negative = inhibition, actives largely listed as inhibitors; 410,000 tested, 0.12% active; AID 624173; further: potency means the concentration at half of the fitted maximal effect; on the % scale 0 is the no-effect control and ±100 the full control effect; nearly all actives have a fitted effect of over 50% in size
#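 Quantitative HTS: titrated library compounds versus trypanosomal pyruvate kinase in TEA buffer (pH 7.2) containing KCl, MgCl2, BSA and Tween-20. Reactions were initiated with ADP, 130 uM final. Kinase-Glo Plus luminescence was read after 45 min at RT.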
# LmPK inhibitor – blocks Leishmania mexicana pyruvate kinase activity; 290,000 tested, 0.37% active; Potency, µM (top dose mostly 57.5 µM), without a hit: top-dose activity change, negative = inhibition, most hits filed as inhibitors; Q27686; purified LmPK, Kinase-Glo ATP luminescence, 1 h; AID 1721; further: potency means the concentration at half of the fitted maximal effect; on the % scale 0 is the no-effect control and ±100 the full control effect
# Target sequence (Q27686 whole entry, looked up): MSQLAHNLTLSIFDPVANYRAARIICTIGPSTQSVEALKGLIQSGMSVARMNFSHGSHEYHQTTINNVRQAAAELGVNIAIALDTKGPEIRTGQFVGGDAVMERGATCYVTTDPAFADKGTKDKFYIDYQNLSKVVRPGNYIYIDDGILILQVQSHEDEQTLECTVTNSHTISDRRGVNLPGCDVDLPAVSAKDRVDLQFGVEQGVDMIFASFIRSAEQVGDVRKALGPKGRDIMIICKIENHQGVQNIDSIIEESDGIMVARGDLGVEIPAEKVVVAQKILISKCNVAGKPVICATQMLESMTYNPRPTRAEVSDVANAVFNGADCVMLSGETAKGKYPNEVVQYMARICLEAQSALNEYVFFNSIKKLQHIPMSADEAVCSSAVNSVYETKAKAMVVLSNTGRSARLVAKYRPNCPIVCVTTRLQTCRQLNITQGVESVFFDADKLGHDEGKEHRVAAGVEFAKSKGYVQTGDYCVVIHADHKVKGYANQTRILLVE
#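 Purified LmPK (0.1 nM) converted ADP (0.1 mM) to ATP with PEP (0.5 mM) in imidazole buffer pH 7.2 with KCl and MgCl2, 1 h at room temperature. ATP was read by Kinase-Glo luminescence; data normalized to uninhibited and no-enzyme controls.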
# AMA1 RON2 block – inhibitors of Plasmodium falciparum AMA1-RON2 interaction. AlphaScreen AMA1-biotinylated RON2 peptide binding. Potency, µM (highest dose often 58.2 µM), without a hit: at the top dose activity change, negative = inhibition, actives largely listed as inhibitors. 360,000 tested, 0.2% active. AID 720542;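 further: potency means the concentration at half of the fitted maximal effect; 0% = vehicle wells and -100% = peptide control; nearly all actives have a fitted effect of over 45% in size; some results filed as inactive show a strong effect at the top dose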
#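 AMA1 (3D7) with his tag at 25 nM final met compounds first, then biotinylated RON2 peptide at 25 nM; detection used donor plus acceptor beads, 10 µg/mL apiece, read by AlphaScreen after 30 min at room temperature.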
# Pf growth 96h – P. falciparum growth inhibition at 96 hours; 320,000 tested, 6.9% active; P. falciparum luciferase reporter growth, 96 h; AID 504834; Potency, µM (series often up to 28.7 µM), without a hit: at the highest dose activity change, negative = inhibition, usual class: inhibitors; further: potency means the concentration at half of the fitted maximal effect; on the % scale 0 is the no-effect control and ±100 the full control effect
#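 Luminescence readout: decreased luciferase signal marks inhibited growth of reporter-expressing P. falciparum in infected red cells (2% hematocrit, 0.05% parasitemia final), exposed to compound two generations (96 h, 37 C, 5% CO2).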
# * hit, by the source's call; ? = inconclusive; nt = no result given; & = joins results of further samples; [ ] = remark or other dose. Unless noted, the call rests on the fitted dose curve; in most records, active means well fitted curve in the direction sought with a large enough effect; inconclusive means small, poorly fitted or top-dose-only effect, or another doubt; inactive means no such curve, though single readings can be large; an effect the other way counts as inactive or inconclusive.
# Start of the data: the first 2 records, to show the layout:
SMILES,Shiga inhibitor,Cycloheximide cs,Pf growth 48h,Tb PYK inh,LmPK inhibitor,AMA1 RON2 block,Pf growth 96h
Cc1cc(NC(=O)CCOc2ccc(F)cc2)no1,8,5,65%[activator],7%,10%,9%,4%
COc1ccccc1N1CCN(C(=O)NC23CC4CC(CC(C4)C2)C3)CC1,-2,1,?,6%,-2%,7%,?

# All compounds of this part, repeating the preview:
SMILES,Shiga inhibitor,Cycloheximide cs,Pf growth 48h,Tb PYK inh,LmPK inhibitor,AMA1 RON2 block,Pf growth 96h
Cc1cc(NC(=O)CCOc2ccc(F)cc2)no1,8,5,65%[activator],7%,10%,9%,4%
COc1ccccc1N1CCN(C(=O)NC23CC4CC(CC(C4)C2)C3)CC1,-2,1,?,6%,-2%,7%,?
Fc1cccc(NC(=S)NCc2ccccn2)c1,94*,50*,124%[activator],-13%,1%,81%[activator],32%[activator]
O=C(NC(c1ccccc1)c1ccccc1)N1CCN(CCO)CC1,8,-1,8%,13%,1%,23%,nt
CS(=O)(=O)N(CC(=O)Nc1ccccc1C(=O)N1CCOCC1)c1cccc(F)c1,2,-3,0%,4%,-6%,9%,2.6µM*
Cc1c(N2C(=O)CS/C2=N\N=C\c2ccc(Cl)cc2)c(=O)n(-c2ccccc2)n1C,-12,-3,20%,0%,-2%,0%,44%[activator]
Cc1nc(-c2nnc(SCC(=O)Nc3cc(C(F)(F)F)cc(C(F)(F)F)c3)n2C)cs1,-6,-1,-4%,-2%,4%,0%,26%
O=C(COc1ccc2c(C(F)(F)F)cc(=O)oc2c1)NCc1cccs1,8,-2,20%,-2%,0%,-10%,24%
Cc1ccc(N2CC(=O)Nc3c(sc4nc(C)cc(C)c34)C2=O)cc1,-15,0,?,-8%,-23%,0%,?
O=C(Nc1ccc(F)c(F)c1)c1ccc(F)c(S(=O)(=O)N2CCC3(CC2)OCCO3)c1,22,10,?,2%&0%,-1%,-14%,10µM*
Cc1n[nH]c(=O)c2c(NC(=O)COC(=O)c3cc(F)cc(F)c3)oc(C)c12,nt,nt,17%,0%,nt,-10%,-23%
COC(=O)C1=C(C)Nc2ncnn2C1c1ccc(OCc2ccccc2)cc1 (centres undefined),16,3,6%,-4%,1%,0%,-7%
COc1ccc(OC)c(C(=O)N2CCC(CCC(=O)NC3CC3)CC2)c1,2,-4,11%,-1%,8%,-12%,?
COC(=O)C1=C(C)OC(N)=C(C#N)C1c1cc(OC)ccc1OC (centres undefined),-8,2,3%,-9%,-1%,-1%,8%
CCOCCCNC(=S)N1C2CCC1CC(NC(=O)Nc1ccc(C(=O)OCC)cc1)C2 (centres undefined),1,-3,?,-6%,6%,-20%,?
CC1CCC(C(C)C)C(OCC(O)CN2CCOCC2)C1 (centres undefined),-20,-3,-6%,0%,1%,10%,nt
Cc1ccc(NC(=O)C2=C(c3ccccc3)S(=O)(=O)CCS2(=O)=O)cc1,22,34*,0%,-12%,5%,1%,0%
C=CCN1C=C/C(=C\C=C(C#N)C#N)c2ccccc21,5,2,?,?,-25%,14µM*,?
O=C1CN(CC(=O)NC(=O)NCc2ccccc2)CCN1,-13,1,0%,-5%,-1%,5%,20%
Cc1ccc2c(-c3csc(N)n3)c[nH]c2c1,4,6,?,nt,-5%,nt,?
CC1(C)CC(O)C(C(O)c2cccc([N+](=O)[O-])c2)C(C)(C)N1 (centres undefined),0,4,-2%,-8%,1%,6%,-20%
COc1cc2c(C#N)c(N3CCN(C)CC3)nc(N)c2c(N)n1,-9,2,15%,nt,-3%,nt,nt
N#CCCN(C(=O)CO/N=C/c1cccc([N+](=O)[O-])c1)c1ccccc1,-5,-2,?,0%,-1%,15%,?
CSc1nnc(CNC(=O)C23CC4CC(CC(C4)C2)C3)n1Cc1ccccc1,-10,-2,-26%,0%,-2%,10%[2.32 µM],?
CCCCOc1ccc(C(NC(=O)OCC)NC(=O)OCC)cc1,-6,-3,-16%,-4%,1%,2%,-1%
COc1cc2nc(CN3CCC(Cc4ccccc4)CC3)[nH]c(=O)c2cc1OC,-3,-2,0%,1%,-4%,10%,?
COc1cc(C(=O)OCC(=O)NCc2ccc(F)cc2)ccc1OCC(C)C,-6,8,1%,-7%,2%,-4%,29%
Cc1ccc2[nH]c3c(N4CCN(Cc5ccc6c(c5)OCO6)CC4)ncnc3c2c1,-6,-3,?,nt,3%,nt,nt
C/C=C\C=C/C(=O)Nc1cccc(C2=NOC3(C2)C[C@@H](C(N)=O)N(C(=O)COc2ccc(Cl)cc2)C3)c1 (some centres undefined),-3,2,?,-18%,9%,0%,?
CC1CCN(c2ccc(NC(=O)C3CCCN3S(=O)(=O)c3ccc(F)cc3)cc2)CC1 (centres undefined),nt,nt,?,-2%,nt,-12%,12µM*
CCOC(=O)C1=C(N)n2c(s/c(=C\c3ccco3)c2=O)=C(C(=O)OCC)C1c1ccco1 (centres undefined),-17,8,?,-3%,7%,-11%,nt
CC(C)CN(C(=O)COC(=O)c1nc(Cl)ccc1Cl)c1c(N)n(Cc2ccccc2)c(=O)[nH]c1=O,-19,-2,13%,2%,-6%,-5%,-17%
COc1cnn(-c2ccc(C)cc2)c(=O)c1Br,61,39*,125%[activator],-3%,2%,1%,404%[activator]
CCOc1cccc(CN2CCCC(N3CCN(c4cccc(Cl)c4)CC3)C2)c1O (centres undefined),-5,-2,?,1%,0%,-1%,3.7µM*
CN(C)C(=O)c1c(C(F)(F)F)nn(C)c1Cl,0,14,-8%,-6%,1%,13%,-4%
CC(C)[C@H](NC(N)=O)C(=O)Nc1cccc([N+](=O)[O-])c1,-2,-3,13%,-19%,-1%,-27%,23%
COc1ccccc1CCNC(=O)C1CCC(=O)N(C2CCCCCC2)C1 (centres undefined),-8,-2,-14%,-1%,-9%,12%,?
COc1ccc(-c2c[n+]3c4n2CCCCC4=C(c2ccc(Br)cc2)C3)cc1,-12,-5,3.7µM*,-10%,5%,53%[activator],2.1µM*
CCN(CC)CCNC(=O)c1ccc(Cl)c(S(=O)(=O)N2CCCCCC2)c1,-14,-7,nt,2%,-5%,29%,?
Cc1nn(CC(=O)NCCCN2CCOCC2)c(C)c1[N+](=O)[O-],-5,-3,11%,1%,-1%,-3%,46%[activator]
O=C(c1ccco1)N(Cc1ccc2c(c1)OCO2)Cc1cc2cc3c(cc2[nH]c1=O)OCO3,29,-2,45%[activator],4%,-1%,0%,12µM*
CC(CS(=O)(=O)c1ccccc1[N+](=O)[O-])N1CCOCC1 (centres undefined),-7,12,12µM*,2%,-7%,-3%,19%
CCOC(=O)Cn1nc(-c2ccc(Cl)cc2)ccc1=O,-8,11,12%,-4%,3%,-3%,9.3µM*
CCCCN(C)Cc1c(C(=O)N2CCc3ccccc3C2)nc2ccc(Cl)cn12,45,-3,?,4%,-5%,-12%,-9%
CN(Cc1ccccc1)C(=S)Nc1ccc2nc3n(c(=O)c2c1)CCCCC3,-13,1,?,-8%,4%,1%,14%
Cc1cc(/C=N/n2cnnc2)c(C)n1-c1ccc(OCc2ccc(F)cc2)cc1,27,20*,-6%,-1%,4%,-26%,?
COCCCNC(=S)N(Cc1cccnc1)Cc1ccc(OC)c(OC)c1,-5,-3,-10%,-15%,-3%,-8%,?
Cc1ccc(CNC(=S)Nc2cc(C)ccc2OC(F)F)cc1,-2,-2,4%,1%,0%,35%[activator],31%[activator]
COC(=O)c1c(N=CN(C)C)c(C#N)c2n1CCCC2,-12,-5,10%,-3%,-5%,-3%,-1%
COc1cccc(NC(=S)NC(=O)c2cccnc2)c1,39*,18*,-4%,-7%,-7%,5%,122%[activator]
Cc1nc(N2CCOCC2)nc(Oc2ccccc2)c1[N+](=O)[O-],9,1,-5%,2%,-5%,-3%,3%
CCO/N=C(\N)c1[nH]ncc1Br,-3,6,63%[activator],4%,3%,4%,47%[activator]
Cc1cccc(NC(=S)NCC2CCCO2)c1 (centres undefined),11,-1,10%,-5%,-2%,4%,nt
COc1ccc2c(c1)C(=O)N(c1ccccc1)C(=O)C2,-7,-3,?,-8%,-1%,6%,?
CC(=O)N1N=C(c2cccc([N+](=O)[O-])c2)OC1c1ccc(Br)cc1 (centres undefined),-5,-3,8%,-10%,9%,-17%,19%
O=C(c1ccc2c(c1)CCN2S(=O)(=O)c1ccccc1)N1CCN(c2ccccc2)CC1,-14,-5,16%,2%,-1%,-26%,17%
Cn1c(=O)n(Cc2ccccc2)c2ccccc21,-13,17,-1%,1%,2%,3%,49%[activator]
COc1cc(OC)c(NC2c3ccccc3C(=O)N2c2cc(C)ccn2)cc1Cl (centres undefined),-4,-1,-12%,0%,2%,-13%,12µM*
Fc1ccc(-c2nnc(-c3ccc(F)cc3)o2)cc1,26,28*,100%[activator],-1%,-11%,5%,?
COCCCNCCCOc1ccc(Cl)cc1C(C)(C)C,-10,-3,?,8%,-1%,4%,?

# Individual results from the results shown.
# Pf growth 48h with `O=C(c1ccc2c(c1)CCN2S(=O)(=O)c1ccccc1)N1CCN(c2ccccc2)CC1` reads 16%
# LmPK inhibitor with `N#CCCN(C(=O)CO/N=C/c1cccc([N+](=O)[O-])c1)c1ccccc1` reads -1%
# Pf growth 96h with `COc1cc(C(=O)OCC(=O)NCc2ccc(F)cc2)ccc1OCC(C)C` reads 29%
# AMA1 RON2 block with `COC(=O)c1c(N=CN(C)C)c(C#N)c2n1CCCC2` reads -3%

# Next compounds
SMILES,Shiga inhibitor,Cycloheximide cs,Pf growth 48h,Tb PYK inh,LmPK inhibitor,AMA1 RON2 block,Pf growth 96h
Cc1ccc(NC2CCCCC2NS(=O)(=O)c2ccc(Cl)cc2)cc1 (centres undefined),-6,0,?,7%,6%,-4%,1%
CCOC(=O)/C(C(C)=O)=C1\OC(=O)c2ccccc21,-12,-4,3%,-4%,-1%,3%,-9%
COc1ccccc1N(CC(=O)Nc1cccnc1)S(C)(=O)=O,12,0,-5%,3%,-9%,13%,-1%
NNC(=O)c1cccn(Cc2cccc(C(F)(F)F)c2)c1=O,24,13,?,3%,-3%,89%[activator],?
CCc1nnc(NC(=O)C2Cc3ccccc3C(=O)O2)s1 (centres undefined),-8,-2,nt,0%,11%,19%,?
CCCn1c(SCC(=O)Nc2cccc(NC(C)=O)c2)nnc1C(C)C,-12,2,11%,1%,-4%,4%,4.1µM*
COc1cc(OC)c(-c2nn3c(-c4ccco4)nnc3s2)cc1OC,9,-4,10µM*,-10%,-1%,-6%,8%
N#CC1=C(N)OC2=C(C(=O)CCC2)C1c1ccncc1 (centres undefined),11,-4,10%,-8%,0%,-5%,41%[activator]
Cn1c2ccccc2c2cnn(CC(=O)Nc3ccccc3Br)c(=O)c21,-1,7,-2%,5%,3%,-7%,-1%
COCCCNC(=S)N1CCCN(c2nc3cc(C)c(C)cc3cc2C#N)CC1,-4,1,?,-22%,1%,29%,431%[activator]
O=[N+]([O-])c1ccc(Nc2nc(N/N=C/c3cccc(F)c3)nc(N3CCCC3)n2)cc1,15,2,2.9µM*,-1%,1%,64%[activator],?
O=[N+]([O-])c1ccc(N/N=C/c2ccccc2O)cc1,89*,65*,?,0%,-2%,19%,36%[activator]

# Bioassay records deposited in PubChem BioAssay by National Center for Advancing Translational Sciences (NCATS).
